Compound activity: PubChem, Vanderbilt High Throughput Screening Facility
GluA2 TARP mod: modulators of GluA2-stargazin AMPA receptor complexes, primary screen, cell-based, membrane potential dye; calls only at 30 µM; Voltage-dependent calcium channel gamma-2 subunit (Mus musculus) + Glutamate receptor 2 …; HEK293 GluA2+stargazin, membrane potential dye (FDSS), glutamate EC50; hits were called plate by plate, in both directions; AID 1259245, 2017; 40,000 compounds, 3.5% hits;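 active means any of four per-well response measures lying three or more SD from its plate-wide compound average, in either direction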
GluA2 TARP mod agonism max-min: recorded beside GluA2 TARP mod, whose call it bears; compound max-min signal; compound-alone response (agonism);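 unitless range of fluorescence divided by baseline over first 100 seconds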
GluA2 TARP mod glutamate slope: second read-out of GluA2 TARP mod, no call of its own (marks repeat the call); glutamate slope, % of max; measured here: glutamate response slope, % max;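 scaled per plate between vehicle wells and maximal 1 mM glutamate control wells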
* hit, by the source's call; i = inactive; + = active, no number. Some of the compounds tested. The share of hits here may be higher or lower than overall.

GluA2 TARP mod,GluA2 TARP mod agonism max-min,SMILES,GluA2 TARP mod glutamate slope
i,0.094,Cc1nc(-n2cccc2)sc1C(=O)N1CCN(C(=O)OC(C)(C)C)CC1,44
i,0.062,CN(Cc1ccco1)S(=O)(=O)c1ccc(C(=O)Nc2nc(-c3ccc4c(c3)OCO4)cs2)cc1,48
i,0.11,CC(C)CCNC(=O)C(=O)Nc1ccc(N2CCCCS2(=O)=O)cc1,66
i,0.13,CCN(CC)CCN1C(=O)C(O)=C(C(=O)c2ccco2)C1c1ccccn1 (centres undefined),57
i,0.11,O=C(CSCc1ccccc1)Nc1nnc(CSc2ccccc2)o1,54
i,0.16,COc1cc(C(=O)NCC(c2cccc3ccccc23)N2CCCC2)c([N+](=O)[O-])cc1OC (centres undefined),58
i,0.13,COc1ccc(NC(=O)c2cc(N3C(=O)CCS3(=O)=O)ccc2Cl)cc1Cl,75
i,0.16,CCOC(=O)C1=C(C)NC2=C(C(=O)CC(C)(C)C2)C1c1ccc([N+](=O)[O-])cc1 (centres undefined),69
i,0.03,O=C(Nc1c2c(nn1-c1ccc(Cl)cc1)CSC2)C(=O)NC1CCCCC1,63
i,0.11,CS(=O)(=O)c1cccc(C(=O)Nc2nnc(-c3ccc(Br)s3)o2)c1,36
i,0.12,CCCCc1ccc(N2CC(C)Cn3c2nc2c3c(=O)n(CC(N)=O)c(=O)n2C)cc1 (centres undefined),70
i,0.13,O=C(CCc1csc(NC(=O)c2ccco2)n1)Nc1nc2ccc(Cl)cc2s1,72
+,0.14*,COc1ccc(-n2nnnc2SC(C)C(=O)Nc2ccc(C(=O)O)cc2)cc1 (centres undefined),43*
i,0.1,COc1ccc(S(=O)(=O)N2CCC(C(=O)Nc3nnc(-c4ccco4)o3)CC2)cc1,65
i,0.14,COc1ccc(/C=C/C(=O)c2cc(C)ccc2O)c(OC)c1,44
i,0.053,COc1ccc(N2CCCn3c2nc2c3c(=O)n(CC(N)=O)c(=O)n2C)c(OC)c1,44
i,0.056,CNC(=O)c1ccc2c(c1)ncn2-c1ccc(C)cc1C,70
i,0.044,O=C(CSC1=Nc2cccnc2Nc2ccccc21)N1CCN(c2ccccc2)CC1,50
i,0.13,CCc1nnc(-c2ccc(NC(=O)c3ccc(S(=O)(=O)N(CC)CC)cc3)cc2)o1,57
i,0.097,COc1ccc(Cl)cc1NC(=O)CSc1cc(N2CCOCC2)ncn1,62
i,0.11,C[N+]1(CC(O)COc2ccc(Br)cc2)CCCCC1 (centres undefined),65
+,0.15*,CC(C)(C)n1ncc2c(=O)n(NC(=O)/C=C/c3ccccc3)cnc21,47*
i,0.093,CCN1CCc2c(sc(NC(=O)C3=COCCO3)c2-c2nc3ccccc3s2)C1,32
+,0.065*,COc1ccc(OC)c(S(=O)(=O)Nc2ccc3c(c2)N(S(=O)(=O)c2ccccc2)CCC3)c1,92*
+,0.04*,COc1cccc(CCNC(=O)CC2CCCCN2S(=O)(=O)c2ccc(Cl)cc2)c1 (centres undefined),107*
i,0.078,Cc1ccc(C)c(Sc2cc(N3CCC(C(=O)NCCCOC(C)C)CC3)ncn2)c1,64
i,0.11,COc1ccc(NC(=O)CSC2=NC3(CCCCC3)N=C2c2ccccc2)cc1OC,76
i,0.14,COc1ccc(OCC(O)CSc2ccccn2)c(C(C)(C)C)c1 (centres undefined),58
i,0.05,COc1cccc(-n2c(=O)[nH]c3c(C(N)=O)nc(-c4cccc(Br)c4)nc32)c1,41
i,0.083,O=C(NCc1cccs1)C1CCCN(C(=O)NC2CC2)C1 (centres undefined),61
i,0.14,CN1CCN(C(=O)C(=O)Nc2c3c(nn2-c2ccc(F)cc2)CS(=O)(=O)C3)CC1,56
i,0.16,Cn1c(-c2cccs2)nn(CCNC(=O)/C=C/c2ccccc2)c1=O,61
i,0.13,O=C(NCCCc1ccccc1)Nc1ccc(N2CCCS2(=O)=O)cc1,62
i,0.084,O=C(NCCn1nc(-c2cccs2)ccc1=O)Nc1ccc(C(F)(F)F)cc1,46
i,0.13,O=C(Cn1c(=O)oc2ccccc21)NCC(O)(c1ccccc1)C1CC1 (centres undefined),49
i,0.04,O=C(c1cccc([N+](=O)[O-])c1)N(C(=O)N1CCCCC1)c1cccc(Cl)c1,40
i,0.064,C=C(Br)Cn1c(C2CC(=O)N(Cc3ccc(F)cc3)C2)nc2ccccc21 (centres undefined),54
i,0.059,CC(C)(C)c1ccc(C(=O)NNC(=O)c2ccc(=O)n(Cc3ccccc3)c2)cc1,58
i,0.054,CC1CS(=O)(=O)N(c2ccc(S(=O)(=O)NC3CCCC3)cc2)C1=O (centres undefined),71
i,0.086,N#Cc1cccc(C(=O)N2CCC(c3ccsc3)CC2)c1,70
+,0.058*,CCOC(=O)c1ccccc1NC(=O)CN1CCCN(Cc2cc(C)ccc2C)S1(=O)=O,69*
i,0.099,COCC(C)NC(=O)C1CN(c2nc3c(C(F)(F)F)cccc3s2)C1 (centres undefined),63
i,0.065,Cc1nnc2ccc(OCCNS(=O)(=O)c3ccccc3C(F)(F)F)nn12,23
i,0.069,O=C(CC(c1ccccc1)c1ccccc1)NCCn1nc(-c2cccnc2)ccc1=O,62
i,0.06,COc1ccccc1C1(CNC(=O)c2ccsc2)CCOCC1,64
i,0.049,COC(=O)c1ccc(C(=O)NCC2CCN(S(=O)(=O)C3CC3)CC2)cc1,47
i,0.085,CCc1nccn1-c1cc(C)nc2c(-c3ccccc3Cl)c(C)nn12,46
i,0.098,O=C(Nc1ccc2c(c1)OCCO2)c1ccc2c(c1)ncn2-c1ccccc1,80
i,0.12,C=CCn1c(=O)c2c(nc3n2CCCCN3c2ccc(OCC)cc2)n(C)c1=O,50
i,0.059,COCCN1CCC(CNS(=O)(=O)c2ccc(C)s2)CC1,55

Reformatted: 14 of the compounds above
Results follow in this order: GluA2 TARP mod	GluA2 TARP mod agonism max-min	GluA2 TARP mod glutamate slope
- C=C(Br)Cn1c(C2CC(=O)N(Cc3ccc(F)cc3)C2)nc2ccccc21 (centres undefined)
→ i	0.064	54
- CC(C)(C)c1ccc(C(=O)NNC(=O)c2ccc(=O)n(Cc3ccccc3)c2)cc1
→ i	0.059	58
- CC1CS(=O)(=O)N(c2ccc(S(=O)(=O)NC3CCCC3)cc2)C1=O (centres undefined)
→ i	0.054	71
- N#Cc1cccc(C(=O)N2CCC(c3ccsc3)CC2)c1
→ i	0.086	70
- CCOC(=O)c1ccccc1NC(=O)CN1CCCN(Cc2cc(C)ccc2C)S1(=O)=O
→ +	0.058*	69*
- COCC(C)NC(=O)C1CN(c2nc3c(C(F)(F)F)cccc3s2)C1 (centres undefined)
→ i	0.099	63
- Cc1nnc2ccc(OCCNS(=O)(=O)c3ccccc3C(F)(F)F)nn12
→ i	0.065	23
- O=C(CC(c1ccccc1)c1ccccc1)NCCn1nc(-c2cccnc2)ccc1=O
→ i	0.069	62
- COc1ccccc1C1(CNC(=O)c2ccsc2)CCOCC1
→ i	0.06	64
- COC(=O)c1ccc(C(=O)NCC2CCN(S(=O)(=O)C3CC3)CC2)cc1
→ i	0.049	47
- CCc1nccn1-c1cc(C)nc2c(-c3ccccc3Cl)c(C)nn12
→ i	0.085	46
- O=C(Nc1ccc2c(c1)OCCO2)c1ccc2c(c1)ncn2-c1ccccc1
→ i	0.098	80
- C=CCn1c(=O)c2c(nc3n2CCCCN3c2ccc(OCC)cc2)n(C)c1=O
→ i	0.12	50
- COCCN1CCC(CNS(=O)(=O)c2ccc(C)s2)CC1
→ i	0.059	55

Other results follow.
GluA2 TARP mod,GluA2 TARP mod agonism max-min,SMILES,GluA2 TARP mod glutamate slope
i,0.1,CN(C)S(=O)(=O)c1ccc(C(=O)Nc2cccc(-c3ccc(=O)n(C)n3)c2)cc1,35
i,0.14,CC1CS(=O)(=O)N(c2cccc(C(=O)N3CCCc4ccccc43)c2)C1=O (centres undefined),42
i,0.13,Cc1cc(NCc2cccnc2)n2ncc(-c3ccccc3Cl)c2n1,63
i,0.14,O=C(Nc1ccc2c(c1)Cc1ccccc1-2)c1csc(-c2cnccn2)n1,75
i,0.039,CCOc1ccc(S(=O)(=O)Nc2ccc3c(c2)N(S(=O)(=O)CC)CCC3)cc1,65
i,0.087,O=C(NCCNC(=O)c1ccc(NC(=O)C2CCCC2)cc1)Nc1ccccc1,44
i,0.031,Cc1cc(NC(=O)C(C)Oc2ccccc2)n(-c2nc(-c3ccc4c(c3)OCO4)cs2)n1 (centres undefined),42
i,0.13,COc1ccc(S(=O)(=O)N2CCCc3cc(NS(=O)(=O)c4cccc(Cl)c4)ccc32)cc1,80
i,0.1,Cc1ccc(N2CC(c3nc(-c4ccc(C(C)C)cc4)no3)CC2=O)cc1 (centres undefined),64
i,0.077,Cc1nn(C2CCS(=O)(=O)C2)c2nc(-c3cccs3)cc(C(=O)Nc3ccc(F)c(F)c3)c12 (centres undefined),36
i,0.078,COc1ccc(NS(=O)(=O)c2ccccc2Cl)cc1N1CCCC1=O,47
i,0.033,CCOC(CNC(=O)C(=O)Nc1ccc(N2CCCS2(=O)=O)cc1)OCC,33
i,0.11,Cc1ccc(N2CC(C(=O)NCC(O)Cc3ccccc3)CC2=O)cc1C (centres undefined),79
i,0.075,O=C(Nn1c(SCc2cccc([N+](=O)[O-])c2)nc2ccccc2c1=O)c1ccccc1,81
i,0.13,CSc1ccc(CNC(=O)c2snc(C(=O)NC(C)C)c2N)cc1,60
i,0.11,Cn1c(=O)c2c(nc(N3CCCC3)n2CCCOc2ccccc2)n(C)c1=O,59
i,0.092,O=C(CCCS(=O)(=O)c1ccccc1)Nc1nc2c(Cl)c(Cl)ccc2s1,64
i,0.038,Cn1c(=O)[nH]c(=O)c2c1nc(Br)n2CCSc1nc2ccccc2o1,47
i,0.086,Cc1cc(NCC2CCCO2)n2nc(C(F)(F)F)c(-c3ccccc3)c2n1 (centres undefined),72
i,0.066,O=C(Cc1cc(-c2cc3ccccc3o2)on1)Nc1cccc(C(F)(F)F)c1,33
+,0.086*,COc1ccc(CCS(=O)(=O)NCC2CCN(C(=O)c3ccccc3F)CC2)cc1,37*
i,0.083,Cc1ccc2c(=O)c(-c3nc(-c4ccc(Cl)cc4)no3)cn(CC(=O)NCCC(C)C)c2n1,56
+,0.044*,COc1ccc(CCNC(=O)C(=O)Nc2ccc(NC(C)=O)cc2)cc1,41*
i,0.11,COc1ccc(CNC(=O)/C(C#N)=C/N2CCN(c3ccccc3)CC2)cc1,78
i,0.09,Cc1nn(C2CCS(=O)(=O)C2)c2nc(-c3ccc(F)cc3)cc(C(=O)NCc3ccc(F)cc3)c12 (centres undefined),55
+,0.039*,CCOC(=O)c1c(SCc2ccccc2)nc(=O)[nH]c1C,77*
i,0.12,CCC(CO)NC(=O)C(=O)Nc1c2c(nn1-c1ccc(OC)cc1)CS(=O)(=O)C2 (centres undefined),62
i,0.062,CCCOc1ccc(N2CCN(C(=O)COc3ccccc3F)CC2)nn1,40
i,0.064,Cc1cc(OCCCn2c(C3CC(=O)N(C(C)(C)C)C3)nc3ccccc32)ccc1Cl (centres undefined),88
i,0.036,CCOC(=O)C(=O)Nn1cnc2c(cnn2-c2ccccc2)c1=O,42
i,0.087,CCCOc1cc(S(=O)(=O)N2CCOCC2)ccc1Cl,52
i,0.12,CCc1ccc(OCCS(=O)(=O)Nc2ccc(OCCNC(C)=O)cc2)cc1,79
i,0.037,COc1ccc(C(=O)Nn2cnc3c(cnn3C(C)(C)C)c2=O)c(OC)c1,23
i,0.092,NS(=O)(=O)c1ccc(CNC(=O)Cc2csc(Nc3ccccc3)n2)cc1,65
i,0.074,CCCCOCC(O)CN1CCN(Cc2ccc3c(c2)OCO3)CC1 (centres undefined),68
i,0.049,O=C(CCSc1ccccc1)NCC1CCN(C(=O)/C=C/c2ccco2)CC1,32
i,0.12,O=C(C1CCCCC1)N1CCC(c2nnc(-c3ccco3)o2)CC1,57
i,0.12,O=C1OC2CC1N(C(=O)Nc1ccc(Cl)cc1)C2 (centres undefined),60
i,0.061,CN1C(=O)N(C)C2(CCN(S(=O)(=O)c3cccc(C(F)(F)F)c3)CC2)C1=O,66
i,0.044,C=CCc1cc(OC)ccc1OCC(O)CN1CCN(C(=O)OCC)CC1 (centres undefined),45
i,0.059,Cc1ccc(Cc2cnc(NC(=O)C(C)C)s2)cc1Cl,45
i,0.041,COc1ccc(NC(=O)c2ccc(SC(C)C)cc2)cc1,54
i,0.037,CC(C)CCNC(=O)C(=O)Nc1c2c(nn1-c1cccc(Cl)c1)CS(=O)(=O)C2,91
i,0.067,COC(=O)c1ccc(NC(=O)CSc2c(C)cnc3c2c(=O)n(C)c(=O)n3C)cc1,45
i,0.024,Cc1ccc(C(CNC(=O)c2ccc(Br)o2)N2CCOCC2)cc1 (centres undefined),40
i,0.079,Cc1ccc(S(=O)(=O)N(C)c2ccc(C(=O)N3CCCC3)cc2)cc1,47
i,0.051,COc1ccc(Br)c(C(=O)NCCc2ccsc2)c1,12
i,0.11,CC(O)(CNC(=O)c1ccc(S(=O)(=O)N2CCCC2)cc1)C1CC1 (centres undefined),65
i,0.097,COc1ccc(S(=O)(=O)Nc2cc(C)nn2C2CCS(=O)(=O)C2)cc1OC (centres undefined),62
i,0.096,COC(=O)c1ccc(C(=O)NCC2(c3ccccc3OC)CCOCC2)cc1,64
i,0.12,O=C(Cc1cccc2ccccc12)NCC1CCN(c2ncccn2)CC1,65
i,0.16,O=C(Cn1cccn1)NCCc1c[nH]c2ccccc12,55
i,0.088,CSc1cccc(NC(=O)C(=O)NCCc2ccc(Cl)cc2)c1,55
